PfHsp40 rescue: restores yeast growth despite PfHsp40 toxicity. AID 504582. growth rescue, % at 12.5 µM. 340,000 tested, 0.68% active. S. cerevisiae expressing PfHsp40, growth rescue, ATP luminescence; in the data active means growth rescue above about 28%, passing the limit was not always enough; inconclusive means no clear call, values can overlap the other calls;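 further: yeast W303a lacking pdr1 and pdr3 grown in galactose medium; growth measured after three days at 30 °C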
DUSP3 inh: inhibitors of human VHR1 phosphatase (DUSP3); recombinant VHR phosphatase, pNPP absorbance; inhibition, % at 13.3 µM; 290,000 tested, 0.52% active; in the data active means inhibition above about 50%; further: some compounds called inactive have numbers as strong as hits
Target sequence (P51452 whole entry, looked up): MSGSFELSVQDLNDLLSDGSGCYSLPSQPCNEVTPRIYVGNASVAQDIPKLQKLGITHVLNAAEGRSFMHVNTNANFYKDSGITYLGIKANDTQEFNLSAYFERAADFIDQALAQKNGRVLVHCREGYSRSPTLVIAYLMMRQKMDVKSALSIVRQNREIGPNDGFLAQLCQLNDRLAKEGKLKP
Y pestis TopoI: blocks Yersinia pestis topoisomerase I activity | AID 504884 | 360,000 tested, 0.064% active | activity, % at 10 µM | Y. pestis Topo-I cleavage product accumulation, plate reader; in the data active means activity above about 50%, passing the limit was not always enough; inconclusive means no clear call, values can overlap the other calls; further: inactives centre near 2
TcdB GH inh: inhibitors of Clostridioides difficile toxin B glycohydrolase; TcdB glycohydrolase enzymatic assay, plate reader; inhibition, % at 9.99 µM; 350,000 tested, 0.24% active; AID 652162; in the data active means inhibition above about 10%
SARS 3CLpro inh: SARS-CoV 3CLpro protease inhibition | AID 1706 | inhibition, % at 6 µM | recombinant SARS-CoV 3CLpro, quenched FRET peptide cleavage | 290,000 tested, 0.14% active; in the data active means inhibition above about 12%
Anthrax LF inh2: inhibitors of Bacillus anthracis lethal factor protease. P15917. AID 588501. 360,000 tested, 0.12% active. multiplex microsphere protease cleavage assay, LF. inhibition, % at 10 µM; in the data active means inhibition above about 30%; inconclusive means no clear call, values can overlap the other calls; further: plate controls were buffer without enzyme for full effect and enzyme alone for no effect
BH1578 lux ind: inducers of Vibrio cholerae quorum light production without autoinducers. V. cholerae BH1578 lux reporter, luminescence, 6 h. activation, % at 18.7 µM. 350,000 tested, 0.16% active; in the data active means activation mostly above about 9.7%, no sharp cut-off; inconclusive means no clear call, values can overlap the other calls; inactive means mostly below about 3.7%; further: not every result past the cut was called active; inactives centre near 0; reference of the scale not given here
MazF activator: increases E. coli MazEF RNase cleavage of RNA; 350,000 tested, 0.32% active; AID 504720; FAM/BHQ RNA-DNA oligo cleavage fluorescence, 5 h; P0AE70; activation, % at 20 µM; in the data active means activation above about 50%
Target sequence (P0AE70 whole entry, looked up): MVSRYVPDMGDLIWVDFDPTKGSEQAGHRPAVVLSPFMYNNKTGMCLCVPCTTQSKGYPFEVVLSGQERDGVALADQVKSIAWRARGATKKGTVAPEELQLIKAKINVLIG
SSB-PriA inh: blocks PriA binding to SSB C-terminal tail | 430,000 tested, 0.6% active | inhibition, % at 33 µM | AID 1272365 | AlphaScreen SSBct-PriA binding, biotinylated peptide; in the data active means inhibition mostly above about 37%, no sharp cut-off; inactive means mostly below about 20%;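 further: plate controls were negative control peptide for no effect and reference peptide for full effect; strong numbers were not always called active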
Rv3671c protease: inhibitors of M. tuberculosis serine protease Rv3671c | P9WHR9 | 320,000 tested, 0.048% active | inhibition, % at 5.96 µM; in the data active means inhibition above about 38%;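 further: extracellular domain of Rv3671c used as enzyme; 0% = enzyme with DMSO and 100% = no enzyme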
Target sequence (P9WHR9 whole entry, looked up, the tested form may be a part): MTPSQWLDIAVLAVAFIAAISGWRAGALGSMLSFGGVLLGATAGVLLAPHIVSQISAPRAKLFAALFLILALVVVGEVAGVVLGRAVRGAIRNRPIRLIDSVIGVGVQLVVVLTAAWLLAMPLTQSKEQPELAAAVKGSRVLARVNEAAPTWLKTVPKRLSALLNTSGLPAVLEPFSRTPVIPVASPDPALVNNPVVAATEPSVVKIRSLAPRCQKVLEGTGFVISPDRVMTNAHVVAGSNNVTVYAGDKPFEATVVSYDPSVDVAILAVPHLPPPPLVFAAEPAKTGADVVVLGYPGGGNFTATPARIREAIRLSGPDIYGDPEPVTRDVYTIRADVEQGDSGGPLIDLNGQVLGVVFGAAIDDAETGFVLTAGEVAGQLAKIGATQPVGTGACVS
Starred values were filed as active, the others as inactive; i = inactive; ? = inconclusive; . = no result given; & = joins results of further samples. Only part of the results is shown; count on the stated rates, not on these rows.

SMILES	PfHsp40 rescue	DUSP3 inh	Y pestis TopoI	TcdB GH inh	SARS 3CLpro inh	Anthrax LF inh2	BH1578 lux ind	MazF activator	SSB-PriA inh	Rv3671c protease
CC(=O)Oc1cccc(C(=O)Nc2ccccc2NC(=O)c2cccc(OC(C)=O)c2)c1	-1.5	10	6	1.3	0	12	-0.6	-1	-5	-13
COCCCNC(=O)c1ccc2nc3ccccc3c(=O)n2c1	-0.5	6	5	.	1	2	-12	3	7	-3
COc1ccc(C2C(C#N)=C(N)Oc3n[nH]c(C)c32)cc1Cn1cc([N+](=O)[O-])cn1 (stereo unspecified)	-0.3	31	-5	.	-3	-2	i	7	3	-6
O=S(=O)(CCc1ccncc1)Cc1ccc2c3c(cccc13)CC2	-0.6	18	7	2.3	-1	-2	-0.4	5	-5	-6
C=CCOc1ccc(/C(CC)=N/O)cc1OC	-0.6	4	-1	.	0	4	2.6	13	.	4
COCC(=O)NNC(=O)Cc1ccc(Cl)cc1	-0.9	30	-2	0.3	-3	0	i	4	-17	3
O=C(NCCN1CCOCC1)c1cc(S(=O)(=O)Nc2ccccc2F)c(Cl)cc1Cl	0.0	5	2	1.0	-5	-7	-0.1	8	-13	-15
O=C(Cc1ccc(Nc2nc(=S)[nH]c3ccccc23)cc1)NC1CCCCC1	.	7	.	-6.5	7	.	.	.	.	4
O=C(CN(c1ccc(F)cc1)S(=O)(=O)c1ccccc1)N1CCOCC1	0.6	-3	5	1.2	4	0	1.6	-3	-4	1
COc1cc(/C=C/C(=O)CC(=O)/C=C/c2ccc(O)c(OC)c2)ccc1O	?	20	6	-0.5	-6	17	6.2	-35	-56	16
O=C(N/N=C/c1ccc[nH]1)c1ccc(O)cc1	-0.2	16	-2	0.9	-4	-12	i	7	.	12
CCCCOc1ccc(C(O)(CCN2CCOCC2)c2ccccc2)cc1 (stereo unspecified)	-0.7	1	30	0.8	-5	-16	0.8	0	-5	4
CN(Cc1ccccc1)C(=O)CCNC(=O)Cn1cnc2ccccc2c1=O	-1.2	15	-7	.	2	-2	0.6	0	-11	-3
Cc1ccc(OCC(O)Cn2c(=N)n(CCN3CCOCC3)c3ccccc32)cc1 (stereo unspecified)	-0.8	43	8	.	-6	0	4.8	10	-15	9
COc1cc(/C=N/NC2=NC(C)(C)Cc3ccccc32)cc(OC)c1OC	-1.1	3	3	1.4	-3	0	i	4	.	2
OC(CC(O)c1ccccc1)c1ccccc1 (stereo unspecified)	1.0	.	0	0.9	.	-8	-0.3	16	-7	.
COc1ccc(CN=C(N)N=C(N)N)cc1Cl	-0.3	2	2	-4.7	-3	-3	-0.3	1	-9	3
O=C(Cn1cc(C(F)(F)F)cc(Cl)c1=O)Nc1cccc(S(=O)(=O)N2CCCCC2)c1	0.4	.	2	0.2	.	.	i	2	-1	-15
COc1ccccc1/C=C/C=N/NC(=O)Cc1cccn1C	-0.3	-7	-4	1.0	-3	-6	i	-3	.	4
O=C(CC1SC(N2CCCCC2)=NC1=O)Nc1ccc(C(=O)NCc2ccccc2)cc1 (stereo unspecified)	1.5	.	23	0.5	.	2	-0.8	0	-3	0

Reprinted from the results shown (2 entries):
SMILES	PfHsp40 rescue	DUSP3 inh	Y pestis TopoI	TcdB GH inh	SARS 3CLpro inh	Anthrax LF inh2	BH1578 lux ind	MazF activator	SSB-PriA inh	Rv3671c protease
O=C(N/N=C/c1ccc[nH]1)c1ccc(O)cc1	-0.2	16	-2	0.9	-4	-12	i	7	.	12
CCCCOc1ccc(C(O)(CCN2CCOCC2)c2ccccc2)cc1 (stereo unspecified)	-0.7	1	30	0.8	-5	-16	0.8	0	-5	4

Next structures.
SMILES	PfHsp40 rescue	DUSP3 inh	Y pestis TopoI	TcdB GH inh	SARS 3CLpro inh	Anthrax LF inh2	BH1578 lux ind	MazF activator	SSB-PriA inh	Rv3671c protease
C=CCn1c(/N=C/c2ccc3c(c2)OCO3)nc2ccccc21	-0.3	-9	2	.	-2	0	i	0	.	0
CCN(CC)C(=O)CSC(=Nc1ccccc1F)NC#N	-0.2	18	-7	.	2	-2	i	-20	6	-5
Nc1nnc(SCC(=O)Nc2ccc3nc(SCC(=O)Nc4ccccc4)sc3c2)s1	-0.3	-1	1	.	2	3	-0.1	8	-2	-35
C/C(=N\NC(=O)C1(C)CC1(Br)Br)c1cccc(NC(=O)C2CCC2)c1 (stereo unspecified)	1.2	5	-5	0.6	7	2	-0.6	2	.	-6
COc1ccc(-n2nnnc2SCC(=O)N2CCCC2)cc1OC	-0.6	32	4	.	3	1	i	-1	-6	4
COc1ccc(C)cc1NC(=O)CN(c1ccc(F)cc1)S(C)(=O)=O	-0.7	33	-4	.	-2	-6	-0.3	-3	-16	-1
COc1ccc(CN2CCNC(=O)C2CC(=O)NC2CCOCC2)c(F)c1 (stereo unspecified)	-1.6	11	7	1.2	0	-2	0.6	1	-7	.
CC(=O)C1(O)CCC2C3CC(C)C4=CC(=O)CCC4(C)C3CCC21C (stereo unspecified)	.	.	-2	0.2	.	0	-0.4	.	.	.
COc1cccc(OC)c1C(=O)Nc1c(C(=O)N2CCN(C)CC2)oc2ccccc12	0.0	13	-2	2.7	-2	-1	i	2	-10	-1
Cc1ccc(NS(=O)(=O)c2ccc(C(=O)NCCCN3CCCC3=O)cc2)cc1C	-0.7	.	16	1.8	.	-2	-0.6	2	-10	-6
CCCCCCCCSc1nnc(-c2ccc(OC)cc2)o1	-0.8	-11	12	.	0	-2	-3.6	0	-16	8
c1ccc(-c2nnc(C3CC(c4ccncc4)=NO3)o2)cc1 (stereo unspecified)	0.9	.	-1	-0.3	.	0	-0.8	2	4	0
CCOC(=O)C1=C(COC(=O)/C=C/c2ccc(OC)cc2)NC(=O)NC1C (stereo unspecified)	-1.2	.	-1	1.5	.	2	-5.0	-7	-10	.
CCCC1C(C(=O)OCC)=C(C)NC(C)=C1C(=O)OCC	0.3	19	15	.	-4	-1	0.4	13	-11	-1
Cc1c(C(=O)OCC(=O)NCCN2C(=O)CSC2=O)cccc1[N+](=O)[O-]	-0.1	.	2	-1.9	.	4	i	12	1	5
CCC/C(O)=C1\C(=O)CCCC1=NCCCCCC(=O)O	-1.4	3	1	.	0	-5	i	2	.	10
Nc1cccc2nsnc12	-2.0	23	-7	1.6	-7	-2	-0.2	16	5&-6	-2
CC(=O)N(C)c1ccc(N=Nc2ccc3ncccc3c2)cc1	1.6	.	-10	-7.1	.	-14	0.8	-4	10	.
O=C(NCC1CCCO1)C(=Cc1cccc([N+](=O)[O-])c1)C(=O)NCC1CCCO1 (stereo unspecified)	-0.7	1	1	0.6	-3	-2	i	1	0	14
C/C=C1\COC(C(=O)NCCCN2CCCC2=O)(C(F)(F)F)C=C1C=C(C)C (stereo unspecified)	-1.2	.	13	1.6	.	-3	i	1	-15	-12
CCOCCCNC(=O)C(c1ccc(Cl)cc1)N1CCC2(CC1)OCCO2 (stereo unspecified)	-1.5	12	-8	.	-4	6	i	5	-12	1
O=C(Oc1ccc2c3c(c(=O)oc2c1)CCCC3)c1ccco1	7.4	31	6	.	-2	1	1.2	4	-19	3
FC(F)Oc1ccc(NC(=S)NCc2ccccc2)cc1Cl	0.0	33	-8	.	1	-1	-0.4	-2	-22	-9
C[C@@H]1CN([C@@H](C)CO)C(=O)CCCn2nncc2CO[C@@H]1CN(C)S(=O)(=O)c1cccc(F)c1	.	.	2	0.8&0.8	.	-10	i	1	.	.
COc1ccc(S(=O)(=O)N2CCCC2)cc1C(C)C	0.8	29	6	2.0	-2	-4	2.1	20	-30	-4
Cc1ccccc1NC(=O)CSc1nc(N)c2c3c(sc2n1)CSC(C)(C)C3	3.6	1	27	.	6	-1	-0.4	-5	7	-13
O=C(CSc1cccc2cccnc12)OCC(=O)c1ccccc1	0.7	9	-1	.	4	-6	i	-10	37	-8
COc1ccc(CN2C(=O)C(CC(=O)NCc3cccc4ccccc34)CC(C(=O)N(C)C)=C2C)cc1 (stereo unspecified)	.	.	-1	2.6	.	-2	1.1	0	.	.
CCc1nnc(SCC(=O)NCCC2=CCCCC2)nc1CC	0.1	-12	7	0.3	5	-1	-6.2	6	-1	-3
CC1CCCN(C(=O)CN(C)S(=O)(=O)c2ccc3c(c2)c(=O)n(C)c(=O)n3C)C1 (stereo unspecified)	0.6	12	-1	-1.5	5	2	-1.8	-3	0	-5

Record cards, from the list above. Values in the order: PfHsp40 rescue, DUSP3 inh, Y pestis TopoI, TcdB GH inh, SARS 3CLpro inh, Anthrax LF inh2, BH1578 lux ind, MazF activator, SSB-PriA inh, Rv3671c protease
CCOC(=O)C1=C(COC(=O)/C=C/c2ccc(OC)cc2)NC(=O)NC1C (stereo unspecified) is entered as -1.2, ., -1, 1.5, ., 2, -5.0, -7, -10, .
COc1ccc(CN=C(N)N=C(N)N)cc1Cl is entered as -0.3, 2, 2, -4.7, -3, -3, -0.3, 1, -9, 3

The listing continues:
SMILES	PfHsp40 rescue	DUSP3 inh	Y pestis TopoI	TcdB GH inh	SARS 3CLpro inh	Anthrax LF inh2	BH1578 lux ind	MazF activator	SSB-PriA inh	Rv3671c protease
Cc1ccccc1Cc1c(C)nc2ncnn2c1C	-0.6	8	5	.	-2	0	-0.6	6	-9	4
Cc1ccc(-n2c(C)nn(CC#N)c2=O)cc1	-0.8	12	4	0.9	-1	3	-0.5	0	-5	3
Cc1cc(C)nc(N2CCCC(CCC(=O)NCc3ccc(F)c(F)c3)C2)n1 (stereo unspecified)	0.1	0	21	0.9	2	-5	-0.2	7	-8	1
O=C(Nc1ccc(S(=O)(=O)N2CCOCC2)cc1)c1cccc(Br)c1	0.1	9	-10	-0.3	1	7	-0.2	0	-1	5
CN(Cc1ccccc1)c1ccc([N+](=O)[O-])cc1C(=O)O	0.2	-8	-13	1.8	0	-10	-1.1	10	5	7
Cc1cc(NC(=O)CSc2nc3c(cc2C#N)CCCCC3)no1	1.0	21	-7	0.3	-5	2	i	-22	-16	3
CN(CCO)CCC(=O)NC1(C)CS(=O)(=O)CC1S(=O)(=O)O (stereo unspecified)	-0.6	15	3	-0.3	0	3	-0.1	4	-1	-4
CCN(CC)CCn1c2c(c(SCC(=O)Nc3nc4ccccc4s3)nc1=O)CCCC2	.	.	6	0.8	.	2	i	19	6	8
CN(C)C(=S)NC(=S)Nc1ccc2ccccc2c1	15	.	-18	-3.0	.	-6	i	9	3	.
COc1ccc(NC(=O)C2CCCN2C(=O)OCc2ccccc2)c(OC)c1 (stereo unspecified)	-0.5	-2	-1	.	2	4	-0.9	0	-16	-8
Cc1cc(=O)oc2cc(OCc3ccc(C(=O)N4CCN(c5ccc([N+](=O)[O-])cc5)CC4)cc3)ccc12	-0.2	7	13	0.4	4	-1	i	-11	1	.
CC1CCN(CC(O)COc2cccc(F)c2)CC1 (stereo unspecified)	0.1	8	0	1.0	-1	6	-0.5	13	-6	2
O=C(Cc1ccccc1)NNc1c2ccccc2nc2ccccc12	0.0	9	-9	0.7	1	-1	-0.2	10	-6	-1
O=C(Nc1ccc2c(c1)C(=O)NC2=O)c1ccc2ncsc2c1	-0.3	26	1	2.3	1	-1	-0.3	-34	-13	-7
Cc1cc(N)n(Cc2ccc(Cl)cc2)n1	-1.0	12	-2	2.1	2	-4	-0.2	9	-4	-1
COCC(C)NC(=O)C(C)Oc1ccccc1 (stereo unspecified)	-1.9	-7	1	.	1	-2	i	4	-20	10
O=C(NCc1ccco1)NC12CC3CC(CC(C3)C1)C2	0.8	-8	-2	.	0	-4	-0.8	-3	-3	-3
Cc1cccc(N(C(=O)CNC(=O)c2ccco2)C(C(=O)NC2CCCCC2)c2cccnc2)c1 (stereo unspecified)	0.7	25	1	0.1	2	-9	i	1	-13	-11
COc1cccc(NC(=O)CN(C)C(=O)c2cccc(NS(=O)(=O)c3ccccc3)c2)c1	0.3	.	-3	3.0	.	-8	i	8	-4	-1
Cc1ccc(NC(=O)c2ccc(S(=O)(=O)N3CCOCC3)cc2)nc1	0.5	-10	-4	.	3	-12	-0.2	-3	-22	-8
COc1cc(OC)cc(-c2c(-c3cccs3)c3cc(-c4ccc(N(C)C)nc4)ccc3n2C)c1	0.3	.	-7	0.5	.	4	i	-9	2	-4
